NFkB SMM – binders of human NF-kappa-B p105; P19838; Small molecule microarray, anti-His fluorescence binding; calls only; 17,000 tested, 1.3% active; AID 624139;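 active = spot fluorescence over background significantly raised, with a chance value under 7% in all four replicate spots of the compound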;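 note: probe protein is his-tagged human p50 processed subunit at 1 µg/ml; raw spot fluorescence signals with no normalization applied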
Target sequence (P19838 1-433 limits assumed): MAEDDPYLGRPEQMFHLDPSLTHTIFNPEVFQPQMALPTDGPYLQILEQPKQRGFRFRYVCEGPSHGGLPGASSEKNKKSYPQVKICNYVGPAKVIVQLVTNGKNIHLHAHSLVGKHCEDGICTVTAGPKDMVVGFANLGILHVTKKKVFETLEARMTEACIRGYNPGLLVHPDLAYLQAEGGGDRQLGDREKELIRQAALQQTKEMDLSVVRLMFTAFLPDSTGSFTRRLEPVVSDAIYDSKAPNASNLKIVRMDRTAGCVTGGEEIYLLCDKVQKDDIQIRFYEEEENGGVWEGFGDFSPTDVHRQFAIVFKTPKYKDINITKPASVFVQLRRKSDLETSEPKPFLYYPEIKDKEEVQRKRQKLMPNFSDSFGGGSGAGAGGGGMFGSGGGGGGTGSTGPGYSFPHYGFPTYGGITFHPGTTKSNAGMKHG
Calls only; i = inactive; + = active, no number.

SMILES	NFkB SMM
C[C@H](CO)N1C[C@H](C)[C@@H](CN(C)C)Oc2c(NS(=O)(=O)c3cccs3)cccc2C1=O	i
COc1ccc(S(=O)(=O)N(C)C[C@@H]2Oc3ncc(-c4cccc(C(F)(F)F)c4)cc3C(=O)N([C@H](C)CO)C[C@@H]2C)cc1	i
O=c1[nH]c(=O)c2sc3nc(-c4ccc5c(c4)OCCO5)cc(C(F)(F)F)c3c2[nH]1	i
Cc1noc(C)c1S(=O)(=O)Nc1ccc2c(c1)C(=O)N([C@@H](C)CO)C[C@@H](C)[C@H](CN(C)C(=O)Cc1ccccc1)OCCCC[C@H](C)O2	i
Cc1ccc(S(=O)(=O)Nc2ccc3c(c2)C(=O)N([C@H](C)CO)C[C@H](C)[C@@H](CN(C)C(=O)Nc2c(C)noc2C)O3)cc1	i
CC(C)SC(=N)N	i
CC(=O)O[C@@H]1[C@@H](O)[C@H](C)O[C@@H](O[C@H]2[C@@H]3C=CO[C@@H](O[C@@H]4O[C@H](CO)[C@@H](O)[C@H](O)[C@H]4O)[C@@H]3[C@@]3(CO)O[C@@H]23)[C@@H]1OC(=O)/C=C/c1ccc(O)cc1	i
C[C@H](CO)N1C[C@H](C)[C@@H](CN(C)C(=O)CCC(F)(F)F)OCCCC[C@H](C)Oc2ccc(NC(=O)c3ccncc3)cc2C1=O	i
Cc1ccc(S(=O)(=O)N(C)C[C@@H]2Oc3ccc(NS(C)(=O)=O)cc3C(=O)N([C@H](C)CO)C[C@@H]2C)cc1	i
COc1cc(CO)cc(Br)c1OCc1cccc([N+](=O)[O-])c1	i
COc1ccc(NC(=O)N(C)C[C@@H]2Oc3c(NS(=O)(=O)c4ccc(C)cc4)cccc3C(=O)N([C@@H](C)CO)C[C@@H]2C)cc1	i
CCC(C)C(Nc1ncnc2c1oc1ccccc12)C(=O)O (centres undefined)	i
CCN1CCN(C(=O)c2ccc(CNS(=O)(=O)c3cccc(OC)c3)cc2)CC1	i
C[C@H](CO)N1C[C@H](C)[C@H](CN(C)Cc2ccc(F)cc2)Oc2ncc(-c3cc4ccccc4o3)cc2C1=O	i
O=C(NCCN1CCOCC1)c1cnn2c(C(F)F)cc(-c3ccccc3)nc12	i
CCCCC#Cc1nc(NC)c2ncn(C3OC(CO)C(O)C3O)c2n1 (centres undefined)	i
COc1c2c(c(O)c3c(=O)c4c(OC)c(O)ccc4oc13)C1CCCC(C)(O2)O1 (centres undefined)	i
COc1ccc(S(=O)(=O)Nc2ccc3c(c2)C(=O)N([C@@H](C)CO)C[C@@H](C)[C@H](CN(C)C)O3)cc1	i
COc1cc(OC)c(NC(=O)CN2C(=O)c3ccccc3C2=O)cc1Cl	i
O=C(O)CCSc1nnc(-c2ccncc2)n1-c1ccccc1	i
COc1ccc2nc(SCC(=O)Nc3ccc(I)cc3)[nH]c2c1	i
Cc1ccc(S(=O)(=O)N2CCN(Cc3cccc(OCCO)c3)CC2)cc1	i
C[C@H]1CN([C@@H](C)CO)C(=O)c2cccc(NC(=O)Nc3ccc(F)cc3)c2O[C@@H]1CN(C)Cc1ccc(C(F)(F)F)cc1	i
COC(=O)c1ccc(COc2nc(C)cc(C)c2C#N)o1	i
CC(C)NC(=O)Nc1ccc2c(c1)C(=O)N([C@H](C)CO)C[C@H](C)[C@H](CN(C)C(=O)c1ccccc1)OCCCC[C@H](C)O2	i
O=C(O)C1=C[C@H](c2ccc(C(F)(F)F)cc2)C[C@H](OCc2ccc(CO)cc2)O1	i
COc1ccc(NC(=O)Nc2ccc3c(c2)C(=O)N([C@H](C)CO)C[C@@H](C)[C@@H](CN(C)S(=O)(=O)c2ccc(F)cc2)O3)cc1	i
C[C@H]1CN([C@@H](C)CO)C(=O)Cc2cc(N(C)C)ccc2O[C@H]1CN(C)C(=O)Nc1cccc2ccccc12	i
C[C@@H]1CCCCO[C@@H](CN(C)C(=O)CCCN(C)C)[C@@H](C)CN([C@H](C)CO)C(=O)c2cc(NC(=O)c3ccncc3)ccc2O1	i
C[C@@H]1CCCCO[C@@H](CN(C)C(=O)C2CCCCC2)[C@H](C)CN([C@H](C)CO)C(=O)c2cc(NS(=O)(=O)c3cccs3)ccc2O1	i
COc1ccc(CN(C)C[C@@H]2Oc3c(NC(=O)c4cc(C)nn4C)cccc3C(=O)N([C@@H](C)CO)C[C@H]2C)cc1	i
Cc1cc(C)c(C)c(S(=O)(=O)NCCC(=O)O)c1C	i
C[C@@H]1CN([C@@H](C)CO)C(=O)c2cccc(NC(=O)C3CC3)c2O[C@@H]1CN(C)Cc1ccc(C(=O)O)cc1	i
C#Cc1ccc([C@@H]2C=C(C(=O)OCC=C)O[C@H](OCc3ccc(CO)cc3)C2)cc1	i
C[C@@H]1CN([C@H](C)CO)C(=O)Cc2cc(NC(=O)CCN3CCOCC3)ccc2O[C@@H]1CN(C)C(=O)Nc1cccc2ccccc12	i
Cc1noc(C)c1NC(=O)Nc1cccc2c1O[C@@H](CN(C)S(=O)(=O)c1ccc(Cl)cc1)[C@H](C)CN([C@@H](C)CO)C2=O	i
C[C@H](CO)N1C[C@H](C)[C@H](CN(C)S(=O)(=O)c2ccc(Cl)cc2)Oc2c(NS(C)(=O)=O)cccc2C1=O	i
Cc1nnc(SCc2nnnn2-c2ccccc2)[nH]c1=O	i
C[C@H]1CN([C@@H](C)CO)C(=O)CCCn2nncc2CO[C@@H]1CN(C)S(=O)(=O)c1ccc(Cl)cc1	i
Cc1ccc(-c2noc(CSc3nc(C)c(C)c(=O)[nH]3)n2)cc1	i
CCc1cccc(C)c1NC(=O)CN(C)S(=O)(=O)c1ccccc1	i
Cc1noc(C)c1S(=O)(=O)N(C)C[C@H]1OCCCC[C@@H](C)Oc2ccc(NS(C)(=O)=O)cc2C(=O)N([C@@H](C)CO)C[C@@H]1C	i
CNC[C@H]1Oc2c(NS(=O)(=O)c3ccc(Cl)cc3)cccc2C(=O)N([C@@H](C)CO)C[C@H]1C	i
C[C@@H]1CN([C@H](C)CO)C(=O)Cc2cc(NC(=O)CCN3CCOCC3)ccc2O[C@H]1CN(C)Cc1ccccc1	i
C[C@H](CO)N1C[C@H](C)[C@H](CN(C)C(=O)C2CCCCC2)OCCCC[C@H](C)Oc2ccc(NC(=O)Nc3ccccc3)cc2C1=O	i

For convenience, two of the compounds above:
SMILES	NFkB SMM
C[C@@H]1CN([C@H](C)CO)C(=O)Cc2cc(NC(=O)CCN3CCOCC3)ccc2O[C@H]1CN(C)Cc1ccccc1	i
C[C@H](CO)N1C[C@H](C)[C@H](CN(C)C(=O)C2CCCCC2)OCCCC[C@H](C)Oc2ccc(NC(=O)Nc3ccccc3)cc2C1=O	i

Further compounds.
SMILES	NFkB SMM
CCOc1ccc(-n2c(SCc3nc(-c4cccs4)no3)nnc2-c2ccncc2)cc1	i
CCCCCCCC/C=C/CCCCCCCC(=O)NC(CO)Cc1ccc(O)cc1 (centres undefined)	i
COc1ccc(NC(=O)C23CC4CC(C2)CC(C(=O)Nc2ccc(OC)c(OC)c2)(C4)C3)cc1OC	i
C[C@H]1CN([C@@H](C)CO)C(=O)c2cccc(NC(=O)Nc3ccccc3)c2O[C@@H]1CN(C)S(C)(=O)=O	i
C[C@H](CO)N1C[C@H](C)[C@@H](CN(C)S(=O)(=O)c2ccc(Cl)cc2)OCc2cnnn2CCCC1=O	i
COc1ccc(S(=O)(=O)N(C)C[C@H]2Oc3c(NC(=O)Nc4c(C)noc4C)cccc3C(=O)N([C@H](C)CO)C[C@H]2C)cc1	i
CC1(C)CC[C@]2(C(=O)O)CC[C@]3(C)C(=CCC4[C@@]5(C)CC[C@H](O[C@@H]6O[C@H](CO)[C@@H](O)[C@H](O)[C@H]6O)[C@@](C)(CO)C5CC[C@]43C)[C@@H]2C1 (some centres undefined)	i
Cc1noc(C)c1S(=O)(=O)N(C)C[C@@H]1Oc2ccc(NC(=O)CCCN(C)C)cc2C(=O)N([C@H](C)CO)C[C@@H]1C	i
C[C@@H]1CN([C@@H](C)CO)C(=O)Cc2cc(NC(=O)NC3CCCCC3)ccc2O[C@@H]1CN(C)C	i
COc1ccc(CN(C)C[C@H]2Oc3c(NS(=O)(=O)c4ccc(OC)cc4)cccc3C(=O)N([C@@H](C)CO)C[C@H]2C)cc1	i
C[C@@H]1CN([C@@H](C)CO)C(=O)c2cc(NC(=O)Nc3ccc(F)cc3)ccc2O[C@@H](C)CCCCO[C@H]1CN(C)C(=O)Cc1ccccc1	+
COC(=O)c1ccccc1NC(=O)NCCc1ccccc1OC	i
CC(C)NC(=O)N(C)C[C@@H]1Oc2ccc(NC(=O)C3CC3)cc2CC(=O)N([C@@H](C)CO)C[C@@H]1C	i
C[C@H]1CN([C@@H](C)CO)C(=O)c2cccc(NC(=O)C3CCCCC3)c2O[C@@H]1CN(C)Cc1ccc(C(=O)O)cc1	i
COc1ccc(OC)c(NC(=O)CSc2nnnn2C)c1	i

Looked up one by one from the list above, 5 records:
SMILES	NFkB SMM
COc1ccc(OC)c(NC(=O)CSc2nnnn2C)c1	i
CCOc1ccc(-n2c(SCc3nc(-c4cccs4)no3)nnc2-c2ccncc2)cc1	i
C[C@H](CO)N1C[C@H](C)[C@@H](CN(C)S(=O)(=O)c2ccc(Cl)cc2)OCc2cnnn2CCCC1=O	i
C[C@@H]1CN([C@@H](C)CO)C(=O)Cc2cc(NC(=O)NC3CCCCC3)ccc2O[C@@H]1CN(C)C	i
CC1(C)CC[C@]2(C(=O)O)CC[C@]3(C)C(=CCC4[C@@]5(C)CC[C@H](O[C@@H]6O[C@H](CO)[C@@H](O)[C@H](O)[C@H]6O)[C@@](C)(CO)C5CC[C@]43C)[C@@H]2C1 (some centres undefined)	i

Next section.
SMILES	NFkB SMM
C[C@@H]1CN([C@H](C)CO)C(=O)Cc2cc(NC(=O)Nc3cccc4ccccc34)ccc2O[C@@H]1CN(C)C(=O)Nc1ccc2c(c1)OCO2	i
Cc1noc(C)c1S(=O)(=O)Nc1ccc2c(c1)C(=O)N([C@H](C)CO)C[C@@H](C)[C@H](CN(C)C(=O)CCC(F)(F)F)OCCCC[C@@H](C)O2	i
COc1ccc(S(=O)(=O)N(C)C[C@H]2Oc3c(NC(=O)c4cc(C)nn4C)cccc3C(=O)N([C@H](C)CO)C[C@@H]2C)cc1	i
C[C@@H]1CN([C@@H](C)CO)C(=O)Cc2cc(NC(=O)c3ccncc3)ccc2O[C@@H]1CN(C)S(=O)(=O)c1ccccc1	i
CC(Oc1ccccc1)C(=O)Nc1c[nH]c(=O)[nH]c1=O (centres undefined)	i
C[C@H](CO)N1C[C@H](C)[C@@H](CN(C)C(=O)CCCN(C)C)OCc2cn(nn2)CCCC1=O	i
CCc1cc(-c2n[nH]c(C)c2-c2nc(C)cs2)c(O)cc1OCc1ccc([N+](=O)[O-])cc1	i
C[C@H]1CN([C@@H](C)CO)C(=O)CCCn2cc(nn2)CO[C@H]1CN(C)Cc1cccc2c1OCCCO2	i
C[C@H](CO)N1C[C@H](C)[C@H](CN(C)C(=O)Nc2ccc(F)cc2)Oc2ncc(/C=C/c3ccccc3)cc2C1=O	i
C[C@H](CO)N1C[C@H](C)[C@H](CN(C)C(=O)Nc2cccc3ccccc23)Oc2ncc(-c3ccccc3)cc2C1=O	i
Cc1onc(-c2c(F)cccc2Cl)c1C(=O)N[C@@H]1C(=O)N2C(C(=O)O)C(C)(C)S[C@H]12 (some centres undefined)	i
C[C@H](CO)N1C[C@H](C)[C@@H](CN(C)CC2CCCCC2)Oc2ccc(NS(=O)(=O)c3ccc(Cl)cc3)cc2CC1=O	i
COc1c(O)cc([C@@H]2Oc3cc(O)cc(O)c3C[C@@H]2O)cc1O	i
C[C@H]1CN([C@@H](C)CO)C(=O)Cc2cc(NC(=O)Cn3cnnn3)ccc2O[C@H]1CN(C)C	i
C[C@H](CO)N1C[C@H](C)[C@@H](CN(C)S(=O)(=O)c2ccccc2)Oc2ccc(N(C)C)cc2CC1=O	i
O=C(O)CSc1c[nH]c2ccccc12	i
COc1c(O)cc2c(=O)oc3c(OC)c(O[C@@H]4OC[C@@H](O)[C@H](O)[C@H]4O)cc4c(=O)oc1c2c34	i
C[C@@H]1CCCCO[C@@H](CN(C)S(=O)(=O)c2cn(C)cn2)[C@@H](C)CN([C@@H](C)CO)C(=O)c2cc(NC(=O)CCCN(C)C)ccc2O1	i
Cc1cccc(C)c1OCC(=O)Nc1cccc(C(=O)O)c1C	i
Cn1nc(CC(=O)Nc2ccc(Oc3ccccc3)cc2)c2ccccc2c1=O	i
C[C@@H]1CN([C@@H](C)CO)C(=O)Cc2cc(N(C)C)ccc2O[C@@H]1CN(C)Cc1ccc(Cl)c(Cl)c1	i
C[C@@H]1CN([C@H](C)CO)C(=O)c2cccc(NS(=O)(=O)c3ccccc3)c2O[C@H]1CN(C)C	i
C[C@H]1CCCCO[C@H](CN(C)C(=O)Nc2ccc3c(c2)OCO3)[C@@H](C)CN([C@@H](C)CO)C(=O)c2cc(NS(C)(=O)=O)ccc2O1	i
COc1ccc(S(=O)(=O)Nc2cccc3c2O[C@@H](CN(C)Cc2ccc(C(=O)O)cc2)[C@@H](C)CN([C@@H](C)CO)C3=O)cc1	i
CCC(Sc1nc(C)cc(=O)[nH]1)C(=O)Nc1ccccc1C#N (centres undefined)	i
C[C@@H]1CN([C@@H](C)CO)C(=O)c2cc(NC(=O)Nc3ccc(F)cc3)ccc2O[C@H]1CN(C)C	i
C[C@H]1CN([C@@H](C)CO)C(=O)Cc2cc(NC(=O)Cc3ccccc3)ccc2O[C@@H]1CN(C)S(=O)(=O)c1cn(C)cn1	i
C[C@H](CO)N1C[C@H](C)[C@@H](CN(C)S(=O)(=O)c2ccc(Cl)cc2)Oc2ccc(NS(=O)(=O)c3cccs3)cc2CC1=O	i
C#CCNC(=O)C1=C[C@H](c2ccc(Br)cc2)C[C@H](OCCCCO)O1	i
C[C@H](CO)N1C[C@H](C)[C@H](CN(C)S(=O)(=O)c2cccs2)Oc2c(NS(=O)(=O)c3ccc(Cl)cc3)cccc2C1=O	i

2 entries from above in a different format.
compound | NFkB SMM
Cn1nc(CC(=O)Nc2ccc(Oc3ccccc3)cc2)c2ccccc2c1=O | i
C[C@@H]1CN([C@@H](C)CO)C(=O)Cc2cc(N(C)C)ccc2O[C@@H]1CN(C)Cc1ccc(Cl)c(Cl)c1 | i

Assay outcomes from PubChem.

These rows are one share of the data; the hit share may differ from the screen's.
